# Salmonella PhoP GFP: PhoP regulon inhibitors, Salmonella typhi PhoP promoter GFP reporter, confirmatory (AID 1850); actives 0.33% (n = 310,000); inhibition, % at 50 µM; hits with a dose series show IC50 in µM; Salmonella Typhi PhoP-promoter GFP reporter, fluorescence, 4 h; higher % means a stronger effect; in the data active = a potency from the dose series; inconclusive = inhibition mostly from about 25% at the one dose, without a potency; inactive = the rest, 99 in 100 with inhibition below about 19%;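 note: 0% = induced wells with vehicle and 100% = uninduced wells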
# tuberculosis growth: growth inhibition of non-replicating M. tuberculosis (AID 488890) | inhibition, % at 25 µM, or IC50 in µM where a hit was titrated | Mycobacterium tuberculosis non-replicating, growth inhibition; higher % means a stronger effect | actives 0.39% (n = 320,000); in the data active = a potency from the dose series; inconclusive = inhibition mostly from about 82% at the one dose, without a potency; inactive = the rest, 99 in 100 with inhibition below about 76%;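 note: plate controls were DMSO cells for no effect and high antibiotic wells for full effect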
# H37Rv inhibition: M. tuberculosis growth inhibition, HTS (AID 449762); one-dose inhibition, % at 25 µM; IC50 in µM for titrated hits; actives 0.59% (n = 330,000); M. tuberculosis H37Rv growth inhibition, 7H9 media; higher % means a stronger effect; in the data active = a potency from the dose series; inconclusive = inhibition above about 70% without an active follow-up result;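 note: bacterial growth assessed after seven days of incubation; strong numbers were not always called active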
# VEEV TC-83 Vero: inhibitors of VEEV TC-83 cytopathic effect, confirmation, Vero cells (AID 588727) | actives 0.13% (n = 350,000) | Vero cells, VEEV TC-83 cytopathic effect inhibition; higher % means a stronger effect | inhibition, % at 20 µM; hits with a dose series show IC50 in µM; in the data active = a potency from the dose series; inconclusive = inhibition mostly from about 14% at the one dose, without a potency; inactive = the rest, 99 in 100 with inhibition below about 12%; note: strong numbers were not always called active
# influenza NS1A: NS1A inhibition, H1N1 influenza, cell based functional assay (AID 504329); NS1A functional cell-based assay, percent inhibition; higher % means a stronger effect; actives 0.3% (n = 340,000); inhibition, % at 12.5 µM; hits with a dose series show IC50 in µM; in the data active = a potency from the dose series; inconclusive = inhibition above about 27% without an active follow-up result; note: strong numbers were not always called active
# VEEV TC-83 Vero 10K pilot screen: further read-out of VEEV TC-83 Vero, marked with its call; inhibition, %; measured here: 10K pilot screen inhibition
# * marks the source's active call; other numbers are inactive results; i = inactive; ? = inconclusive; . = not tested or not shown.
SMILES,Salmonella PhoP GFP,tuberculosis growth,H37Rv inhibition,VEEV TC-83 Vero,influenza NS1A,others
CCN(CC)c1ccc(/C=N/NC(=S)NCc2ccccc2)cc1,-8%,-31%,-5%,2.0%,4%,
O=C(c1cc(F)c(F)c(F)c1F)N1CCN(C(=O)C2CCCO2)CC1 (configuration not stated),.,2%,0%,i,10%,
CC(=O)O/N=C/c1c(N2CCOCC2)n(C)c2ccccc12,-12%,?,53%,i,-3%,VEEV TC-83 Vero 10K pilot screen=0.5
CCOC(=O)Cn1nc(-c2ccc(F)cc2)oc1=O,-11%,35%,-2%,0.6%,-14%,
NS(=O)(=O)c1ccc(CCNC(=O)CCCNC(=O)c2ccc(Cl)cc2)cc1,3%,1%,12%,1.7%,3%,
O=C(Nc1ccccc1)Nn1cnnc1,16%,-5%,0%,0.4%,-25%,
CC(C)(C)OC(=O)N/N=C\c1cccnc1,-1%,-7%,4%,0.9%,-5%,
O=C1CC(O)(C(F)F)Oc2ccc3ccccc3c21 (configuration not stated),-6%,25%,-6%,1.1%,-56%,
O=C(CSc1nncn1-c1ccccc1)Nc1ccc(N2CCOCC2)cc1,10%,-4%,-5%,0.3%,4%,
COC(=O)CN(C#N)c1nc(NCc2ccccc2)nc(OC)n1,-3%,51%,66%,1.0%,-3%,
COC(=O)Nc1sc2c(c1C(=O)NCc1ccco1)CCC2,-4%,.,.,2.9%,-5%,
CC(OC(=O)c1ccc2noc(-c3ccccc3)c2c1)C(N)=O (configuration not stated),-13%,-14%,0%,0.2%,1%,
CC(=O)Nc1ccc(C(=O)OCC(=O)c2ccc(C)c([N+](=O)[O-])c2)cc1,5%,47%,13%,4.1%,7%,
Clc1ccc(COC(Cn2ccnc2)c2ccc(Cl)cc2Cl)cc1 (configuration not stated),-1%,?,?,3.8%,-4%,
O=C(NCc1ccccc1)C1=C[C@H](c2coc3ccccc3c2=O)C[C@H](OCc2ccc(CO)cc2)O1,11%,31%,2%,5.4%,-3%,
COc1ccc(C(C(=O)NC2CCCCC2)N(Cc2cccs2)C(=O)Cc2c[nH]c3ccccc23)cc1 (configuration not stated),-1%,8%,3%,0.7%,9%,
COc1ccc(/C=C/C(=O)NC(=S)NN2CCCCC2c2cccnc2)cc1 (configuration not stated),-1%,5%,-5%,1.3%,9%,
N#Cc1ccc(CSc2nc(N)cc(N)n2)cc1,-5%,1%,-1%,i,-5%,
CC1(NC(=O)c2cccc(S(=O)(=O)N3CCN(c4ccc(F)cc4)CC3)c2)CCS(=O)(=O)C1 (configuration not stated),-4%,13%,-4%,0.9%,-3%,
CC1(c2ccccc2)NC(=O)N(CC(=O)NC(=O)NCc2ccco2)C1=O (configuration not stated),9%,-4%,-3%,1.6%,-1%,
Cc1cc(C(=O)NNCc2ccccc2)no1,-10%,-2%,3%,0.3%,3%,
C/C(=N\NC(=O)C(c1ccncc1)N1CCOCC1)c1ccc(Br)cc1 (configuration not stated),-6%,34%,2%,i,12%,
N#C/C(=N\Nc1cc(Cl)cc(Cl)c1)c1nnc2n1CCCCC2,-1%,21%,5%,1.7%,5%,
O=C(NCc1ccc(F)cc1)c1cccc2c1C(=O)c1ccc(N3CCOCC3)cc1S2(=O)=O,.,-9%,6%,7.6%,11%,
CCCCNC(=O)N(O)C1N(/N=C/c2ccco2)C(=S)SC1(C)C (configuration not stated),.,7%,-6%,1.9%,-9%,
COc1ccc(N(C(C)C(=O)NCCSCc2cccc(Cl)c2)S(C)(=O)=O)cc1 (configuration not stated),11%,12%,-1%,0.1%,2%,
O=C(COC(=O)c1nc(Cl)ccc1Cl)NC1CCCCCC1,7%,26%,0%,i,-3%,
COC(=O)Cc1c(C)nc2nc(-c3ccc(C)cc3)[nH]n2c1=O,-11%,8%,1%,2.0%,-19%,
O=c1oc2ccccc2n1CSc1nc2ccccc2s1,-9%,53%,7%,1.1%,-6%,
CCCCOc1ccc(C(=O)OC(C)CN(C)C)cc1 (configuration not stated),17%,22%,5%,3.0%,2%,
CCOC(=O)C1=C(c2ccccc2)NC(=O)NC1c1cc(OC)c(O)c([N+](=O)[O-])c1 (configuration not stated),3%,2%,2%,0.3%,-6%,
CCOC(=O)c1nc(N/N=C/c2ccccc2)sc1Br,2%,20%,?,5.5%,-7%,
C/C(=N\Nc1ccc(C#N)cc1[N+](=O)[O-])c1ccc(O)cc1,7%,1%,1%,0.6%,1%,
CCOc1ccc(Br)cc1C(=O)N/N=C/c1c[nH]c2ccccc12,-5%,-7%,4%,0.7%,1%,
CCc1ccc2nc3sc(C(=O)O)cc3cc2c1,-16%,36%,20%,1.5%,-5%,
Cc1cccc(NC(NC(=O)c2cccnc2)C(Cl)(Cl)Cl)c1 (configuration not stated),8%,1%,-1%,5.6%,-2%,
CC(NC(=O)CN1CCN(c2ccc(Cl)cc2)CC1)c1ccccc1 (configuration not stated),-7%,21%,-3%,0.6%,2%,
CCOC(=O)c1ccc(S(=O)(=O)N2CCN(CCc3ccncc3)CC2)cc1,.,5%,3%,3.8%,9%,
CC(=O)C1=C(O)C(=O)N(Cc2ccccc2)C1c1ccc(Cl)cc1 (configuration not stated),0%,11%,9%,0.3%,-1%,
CCC1CCC/C1=N\NC(=O)c1ccccc1C (configuration not stated),2%,-17%,-2%,2.4%,-2%,
CCOc1ccc(C(=O)N(Cc2ccccc2)c2cccc(C)c2)cc1OC,-11%,3%,1%,6.8%,-4%,
COc1ccc(CCNC(=O)c2ccc(N(C)S(=O)(=O)c3ccc(C)cc3)cc2)cc1,-17%,16%,2%,2.3%,4%,
CSCCC1NC2(C(=O)Nc3c2ccc(Cl)c3C)[C@@H]2C(=O)N(C3CCCC3)C(=O)[C@H]12 (some centres not stated),4%,15%,58%,i,3%,
Cc1cccc(NC(=O)c2cc3c(s2)-c2c(C)cccc2OC3)n1,18%,-3%,0%,3.2%,-4%,
Cc1c(O)ccc(C(=O)COc2ccccc2F)c1O,-2%,19%,-1%,i,2%,
COc1ccccc1N(CN1C(=O)c2ccccc2C1=O)C(=O)c1cccnc1,-8%,-10%,2%,0.4%,10%,
COCCNC(=O)CN(C(=O)Cn1nnc2ccccc21)c1ccc(F)c(Cl)c1,0%,1%,1%,1.9%,19%,
COc1c(O)ccc2c1-c1c3c(cc4c1C(C2)N(C)CC4)OCO3 (configuration not stated),8%,6%,-14%,i,5%,VEEV TC-83 Vero 10K pilot screen=0.0
C=CCn1c(=O)c(C(=O)Nc2ccccc2S(N)(=O)=O)c(O)c2ccccc21,-28%,40%,12%,3.5%,-5%,
Cc1cccc(NC(=O)CSc2nc(=O)n(CCN3CCOCC3)c3c2CCCC3)c1C,2%,-8%,-3%,4.3%,-4%,
Cc1c(O)ccc2c(CN3CCN(CCO)CC3)cc(=O)oc12,-10%,-1%,3%,0.0%,-2%,
COCCN1C(=O)C(=O)/C(=C(/O)c2ccc(S(=O)(=O)N3CCOCC3)cc2)C1c1ccc(O)cc1 (configuration not stated),12%,-7%,-15%,i,-15%,
O=C(COc1ccc(Cl)cc1[N+](=O)[O-])N1CCCCCC1,7%,12%,3%,0.3%,-1%,
CCCCCCSc1cccc(-c2nc3ccc(C)cn3c2NCc2ccccc2)c1,1%,32%,7%,i,-5%,
CNC(=O)Cn1c(C)cc(=O)c2cccc(C)c21,-52%,-18%,-1%,0.7%,.,
Cc1cc(NC(=O)C(C)SCC(=O)N(C)CC(=O)Nc2ccc(Br)cc2C)no1 (configuration not stated),-8%,-1%,-15%,2.1%,0%,
COc1ccc(C(=O)N/C(=C\c2ccco2)C(=O)NC2CCS(=O)(=O)C2)cc1 (configuration not stated),-6%,-1%,0%,1.4%,-5%,
CCCC(C)NC1=NCCCCC1 (configuration not stated),-10%,-2%,0%,i,-13%,
Cc1ccc(-n2[nH]c(C)c(/C=C3/C=Nc4ccccc43)c2=O)cc1C,6%,3%,-4%,1.2%,16%,
O=C(c1ccccc1[N+](=O)[O-])N1CCC(Cc2ccccc2)CC1,4%,7%,4%,1.2%,-3%,

# Going on with the list:
SMILES,Salmonella PhoP GFP,tuberculosis growth,H37Rv inhibition,VEEV TC-83 Vero,influenza NS1A,others
CC(=O)c1c(C)n(Cc2ccccc2Cl)c2ccc(O)cc12,9%,-1%,32%,3.9%,-11%,
COc1ccc(CNC(=O)CCCCCn2c(SCC#N)nc3cc4c(cc3c2=O)OCO4)cc1,-17%,8%,4%,i,1%,
O=S(=O)(NCc1ccco1)c1ccc2ccccc2c1,5%,32%,10%,1.6%,4%,
CC(C)Cc1nc(SCC(=O)N2CC(C)OC(C)C2)c2c(=O)n(C)c(=O)n(C)c2n1 (configuration not stated),-11%,-8%,-12%,7.8%,16%,
O=C(COC(=O)/C=C/c1ccccc1)NCC1CCCO1 (configuration not stated),-15%,12%,-5%,1.3%,-7%,
COc1ccc(OCCSc2ncn[nH]2)cc1,0%,.,.,i,-9%,
Nc1nc(N2CCOCC2)cc(=O)[nH]1,3%,-17%,-6%,1.2%,-1%,
Cc1ccc(C(=O)NCCc2cc3ccc(C)c(C)c3[nH]c2=O)cc1[N+](=O)[O-],-10%,6%,8%,0.8%,-8%,
CCc1cc2c(=O)n(CC(=O)NC3CCCCC3)cnc2s1,-3%,-13%,-19%,2.5%,3%,
O=C1NC(=O)N(c2ccccc2)C(=O)/C1=C/c1ccoc1,-4%,-8%,-3%,0.9%,-1%,
CC(OC(=O)CCN=C1NS(=O)(=O)c2ccccc21)C(=O)Nc1ccc(F)cc1Cl (configuration not stated),7%,-22%,-3%,0.8%,-5%,
Cc1cc(N2CCOCC2)ccc1/C=C1\C(=O)NC(=O)N(c2ccccc2)C1=O,-18%,16%,7%,i,6%,

# Sorted by formula weight (ascending): part of the list above.
SMILES,Salmonella PhoP GFP,tuberculosis growth,H37Rv inhibition,VEEV TC-83 Vero,influenza NS1A,others
Nc1nc(N2CCOCC2)cc(=O)[nH]1,3%,-17%,-6%,1.2%,-1%,
COc1ccc(OCCSc2ncn[nH]2)cc1,0%,.,.,i,-9%,
O=C1NC(=O)N(c2ccccc2)C(=O)/C1=C/c1ccoc1,-4%,-8%,-3%,0.9%,-1%,
O=S(=O)(NCc1ccco1)c1ccc2ccccc2c1,5%,32%,10%,1.6%,4%,
O=C(COC(=O)/C=C/c1ccccc1)NCC1CCCO1 (configuration not stated),-15%,12%,-5%,1.3%,-7%,
CC(=O)c1c(C)n(Cc2ccccc2Cl)c2ccc(O)cc12,9%,-1%,32%,3.9%,-11%,
O=C(c1ccccc1[N+](=O)[O-])N1CCC(Cc2ccccc2)CC1,4%,7%,4%,1.2%,-3%,
Cc1ccc(-n2[nH]c(C)c(/C=C3/C=Nc4ccccc43)c2=O)cc1C,6%,3%,-4%,1.2%,16%,
Cc1ccc(C(=O)NCCc2cc3ccc(C)c(C)c3[nH]c2=O)cc1[N+](=O)[O-],-10%,6%,8%,0.8%,-8%,
Cc1cc(N2CCOCC2)ccc1/C=C1\C(=O)NC(=O)N(c2ccccc2)C1=O,-18%,16%,7%,i,6%,
COc1ccc(C(=O)N/C(=C\c2ccco2)C(=O)NC2CCS(=O)(=O)C2)cc1 (configuration not stated),-6%,-1%,0%,1.4%,-5%,
CC(C)Cc1nc(SCC(=O)N2CC(C)OC(C)C2)c2c(=O)n(C)c(=O)n(C)c2n1 (configuration not stated),-11%,-8%,-12%,7.8%,16%,
CC(OC(=O)CCN=C1NS(=O)(=O)c2ccccc21)C(=O)Nc1ccc(F)cc1Cl (configuration not stated),7%,-22%,-3%,0.8%,-5%,

# New compounds follow:
SMILES,Salmonella PhoP GFP,tuberculosis growth,H37Rv inhibition,VEEV TC-83 Vero,influenza NS1A,others
CCOC(=O)Cc1cc(=O)n2[nH]c(C)c(-c3ccc(OC)cc3)c2n1,3%,9%,11%,1.4%,-3%,
COc1ccc(NC(=O)CN(c2ccccc2)S(=O)(=O)N(C)C)cc1Cl,4%,-3%,-6%,1.3%,-16%,
CCOC(=O)CSc1nnc(CNc2cccc(Cl)c2)n1-c1ccccc1,-3%,-7%,-8%,1.1%,7%,
Cc1ccc(NC(=O)Cn2nnc(C(=O)Nc3ccc(C)c(C)c3)c2N)cc1,-6%,2%,-18%,4.8%,-2%,
CCOC(=O)C(C)Sc1nc2c(c(=O)[nH]c(=O)n2C)n1CCc1ccccc1 (configuration not stated),-6%,16%,-8%,1.5%,1%,
COC(=O)[C@]1(Cc2ccccc2)N[C@H](CN(C)C(=O)Nc2ccc(F)cc2)[C@@H]2C(=O)N(Cc3ccccc3)C(=O)[C@@H]21,.,0%,6%,i,-10%,
Cn1c(O)c(N=Nc2cccc(S(=O)(=O)N3CCOCC3)c2)c(=O)n(C)c1=O,0%,-19%,-1%,i,4%,VEEV TC-83 Vero 10K pilot screen=1.2
